From PubChem BioAssay
MRP reversal: compounds reversing MRP-mediated drug resistance; H69AR cells + 2 uM doxorubicin, CellTiter-Glo, 72 h; differential viability (reversal), % at 10 µM; 85,000 compounds, 0.04% hits; AID 602;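 active means viability drop by adding the cancer drug above about 55%, with treated viability meeting a 40% cutoff, limit read from the data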;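 further: viability without doxorubicin minus viability with 2 µM doxorubicin for each compound; larger differential means the compound sensitizes cells more to doxorubicin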
Bcl-B TR3 displacers: displacers of TR3 peptide from Bcl-B, primary screen, selectivity assay for Bfl-1 inhibitor project, biochemical, fluorescence polarization. FP displacement of FITC-TR3 peptide from Bcl-B; higher % means a stronger effect. one-dose displacement, % at 20 µM; IC50 in µM for titrated hits. 96,000 compounds, 0.11% hits. AID 748;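 active means displacement above 50% at 20 µM plus a fluorescence interference ratio under 1.5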;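 further: plate controls were wells without compound for no effect and wells lacking Bcl-B protein for full effect; a part of the inactive calls stands beside numbers as strong as those of hits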
NFkB transloc pot: enhances IL-1B driven NFkB nuclear translocation; HUVEC IL-1B NFkB p65 nuclear translocation imaging; activation, % at 2 µM; 94,000 compounds, 0.3% hits; AID 819;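 active means activation above 40%, about the mean plus 3 SD, also judged a hit on visual image review; inconclusive means activation above 40% but not a hit on visual review; inactive means activation not above 40% and no visual hit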;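 further: percent activation is computed from the nuclear over cytoplasmic p65 intensity ratio; values of inactives mirror those of a sister screen read the other way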
PLAP inhibitors HTS: inhibition of human placental alkaline phosphatase – biochemical, luminescence, HTS (AID 690); one-dose inhibition, % at 20 µM; IC50 in µM for titrated hits; purified PLAP, luminescent substrate; higher % means a stronger effect; 96,000 compounds, 0.08% hits; in the data active means a potency from the dose series; inactive means the rest, 99 in 100 with inhibition below about 30%; further: strong numbers were not always called active
IL1B NFkB inh: blocks IL-1B driven NFkB nuclear translocation in HUVEC cells; 94,000 compounds, 0.43% hits; inhibition, % at 2 µM; HUVEC IL-1B NFkB p65 nuclear translocation imaging; AID 796;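 active means inhibition above about 30% together with a positive call from visual inspection of the well image, limit read from the data; inconclusive means inhibition above a set limit but visual check negative; inactive means inhibition not above a set limit, visual check negative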;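 further: nuclear over cytoplasmic p65 intensity ratio measured by imaging; 0% = IL-1B stimulated DMSO wells and 100% = unstimulated DMSO wells; values of inactives mirror those of a sister screen read the other way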
MRP reversal cytotoxicity: further read-out of MRP reversal, marked with its call; viability, %; H69AR cells, CellTiter-Glo, 72 h; measured here: cytotoxicity without doxorubicin
MRP reversal with doxorubicin: also measured in MRP reversal; calls as there; viability, %; measured here: viability with 2 uM doxorubicin; stronger effect = lower value
IL1B NFkB inh cell count 2 µM: also measured in IL1B NFkB inh; calls as there; cell count; measured here: cells passing quality filter;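 raw number of nuclei counted in each imaged well without normalization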
NFkB transloc pot cell count 2 µM: recorded beside NFkB transloc pot, whose call it bears; cell count; measured here: cells passing quality filter
Starred values were filed as active, the others as inactive; ? = inconclusive; nt = no result given. A portion of the library; the hit share may differ from the screen's.

Every second line gives: MRP reversal, MRP reversal cytotoxicity, MRP reversal with doxorubicin, Bcl-B TR3 displacers, NFkB transloc pot, NFkB transloc pot cell count 2 µM, PLAP inhibitors HTS, IL1B NFkB inh, IL1B NFkB inh cell count 2 µM
- COc1ccc(-c2ccc3c(N)c(C(=O)c4cccc(OC)c4)sc3n2)cc1
 : nt, nt, nt, -86%, -1, 190, 5%, 1, 190
- COc1ccc(C(=O)Nc2ccc3oc(-c4cccc(F)c4)nc3c2)cc1OC
 : 3, 73, 71, -19%, 2, 152, 14%, -2, 152
- CCOC(=O)C1CCCN(C(=O)c2cccs2)C1 (configuration not stated)
 : -4, 90, 94, -4%, 7, 86, 17%, -7, 86
- COc1ccccc1NC(=O)CSc1nnc(-c2ccncc2)o1
 : -6, 92, 98, 0%, 4, 168, 0%, -4, 168
- CN(C(=O)COC(=O)COc1ccc(Cl)cc1)C1CCCCC1
 : 0, 91, 90, 8%, -8, 176, 15%, 8, 176
- COc1ccc(-c2cc3nc(C)cc(NCCO)n3n2)cc1
 : -1, 101, 102, -4%, -9, 111, 0%, 9, 111
- O=c1[nH]c2ccc(Cl)cc2c(=O)n1Cc1ccco1
 : -5, 86, 90, -9%, -7, 144, 14%, 8, 144
- COc1ccc(NC(=O)CN2CCN(c3ccccc3Cl)CC2)cc1
 : -1, 96, 97, nt, -2, 115, nt, 2, 115
- CCNC(=O)NC(=O)CSc1nc2ccccc2n1CCOC
 : 6, 94, 88, -8%, -2, 164, -1%, 2, 164
- CCOC(=O)C1CCN(C(=O)C2CCN(S(=O)(=O)c3cccc4cccnc34)CC2)CC1
 : 0, 93, 92, -3%, 16, 58, -36%, -16, 58
- COc1ccccc1N1CCN(C/C(O)=C(\C#N)c2nc(-c3ccccc3)cs2)CC1
 : -8, 62, 69, 4%, 18, 123, -34%, -18, 123
- Cc1ccc2c(c1)NC(=O)CC(c1ccccc1)=N2
 : 5, 88, 83, nt, 36, 96, nt, -36, 96
- Cc1ccc(NC(=O)N2CCCC2C(=O)NCCC2=CCCCC2)cc1 (configuration not stated)
 : 1, 99, 98, -3%, 3, 188, 0%, -3, 188
- COCC(C)n1c(-c2ccc3c(c2)NC(=O)CO3)csc1=Nc1ccc(OC(F)F)cc1 (configuration not stated)
 : 4, 82, 77, -1%, -11, 112, -10%, 11, 112
- Cc1ccc(C(=O)N/C(=C\c2cccs2)C(=O)NCCCn2ccnc2)cc1C
 : nt, nt, nt, 6%, -1, 124, -8%, 2, 124
- Cc1ccc(C(=O)NC(Cc2c[nH]c3ccccc23)C(=O)O)o1 (configuration not stated)
 : -3, 96, 99, -3%, 27, 146, -1%, -27, 146
- CC1(C(=O)N(CC(=O)NC2CCCC2)Cc2ccco2)CC(=O)N=C2C=CC=CN21 (configuration not stated)
 : -1, 102, 103, -8%, 1, 178, 10%, -1, 178
- CCn1c(=N)n(CC(=O)c2ccc(OC)cc2)c2ccccc21
 : nt, nt, nt, -3%, -7, 166, 16%, 7, 166
- Fc1cccc(Cl)c1CSc1nnc(COc2cccc3cccnc23)o1
 : 10, 89, 79, -10%, -4, 155, -11%, 4, 155
- CCOC(=O)N1CCN(c2nnnn2-c2ccccc2)CC1
 : 7, 85, 79, 1%, -4, 140, -15%, 4, 140
- CC(=O)OCC(=O)NCc1ccc2c(c1)OCO2
 : -18, 91, 110, 2%, 11, 101, 10%, -11, 101
- CCOCCCNC(=O)C(NC(=O)CC1NC(=O)NC1=O)c1ccc(Cl)cc1 (configuration not stated)
 : 3, 91, 89, 12%, 8, 141, -12%, -8, 141
- COC(=O)C1=C(C)NC2=C(C(=O)CCC2)C1c1cccs1 (configuration not stated)
 : 6, 111, 104, 2%, 8, 168, 11%, -8, 168
- CC(=O)c1ccc(N2CCN(C(=O)c3ccc4c(=O)n(-c5ccccc5)c(=O)[nH]c4c3)CC2)cc1
 : 30, 64, 34, nt, 1, 154, nt, -1, 154
- CCCN=C1N/C(=C\c2ccco2)C(=O)N1c1ccccc1
 : nt, nt, nt, 2%, -11, 114, 3%, 11, 114
- COc1cccc(N2CCN(C3CC(=O)N(c4ccc(Cl)c(Cl)c4)C3=O)CC2)c1 (configuration not stated)
 : 5, 99, 94, -5%, 5, 189, -13%, -5, 189
- CCCCOC(=O)CCc1nc2ccccc2[nH]c1=O
 : 3, 114, 111, -2%, 6, 154, 7%, -6, 154
- CC(C)Cc1cc(C(=O)Nc2ccc(F)cc2F)no1
 : 12, 102, 90, -1%, nt, nt, -13%, nt, nt
- CSc1ccccc1C(=O)Nc1ncc(C)s1
 : 6, 84, 78, -3%, 33, 199, 11%, -33, 199
- C=CCc1ccc(OCC(O)COCC)c(OC)c1 (configuration not stated)
 : -11, 98, 109, -5%, -26, 151, 5%, 26, 151
- CCOc1ccc(C2=Nn3cnnc3SC2)cc1
 : 17, 100, 82, 0%, 4, 81, -1%, -4, 81
- CCC(=O)c1ccc(OCc2ccc(C(=O)OC)o2)c(OC)c1
 : 5, 96, 91, -13%, nt, nt, 13%, nt, nt
- O=C(Nc1ccc(NC(=O)c2sc3ccccc3c2Cl)cc1Cl)c1ccco1
 : nt, nt, nt, 1%, 2, 156, -4%, -2, 156
- Cn1nccc1C(=O)NC(=S)Nc1sc2c(c1C#N)CCCCC2
 : nt, nt, nt, 2%, ?, nt, -3%, -51, 146
- CCN1CCN(CC(=O)NC2CCCC2)C(=O)C1=O
 : 14, 108, 94, -3%, nt, nt, 11%, nt, nt
- COc1ccc(-c2noc(C3CCCN(S(=O)(=O)c4ccc(C)c(Cl)c4)C3)n2)cc1OC (configuration not stated)
 : -2, 79, 81, -9%, 0, 187, -20%, 0, 187
- Cc1occc1-c1nnc(SCC(=O)c2ccccc2)n1CC1CCCO1 (configuration not stated)
 : nt, nt, nt, 4%, -9, 83, -4%, 9, 83
- CCOC(=O)/C=C1\SCC(=O)N1CC(=O)Nc1ccc(OC)c(OC)c1
 : nt, nt, nt, -7%, -13, 162, -2%, 13, 162
- COc1cccc(/C=N\Nc2nncc(-c3ccccc3)n2)c1
 : nt, nt, nt, -4%, 10, 141, 11%, -10, 141
- O=C(CSc1nnnn1-c1ccccc1)Nc1ncc2c(n1)CC(c1ccccc1)CC2=O (configuration not stated)
 : -29, 53, 83, -4%, 4, 183, 19%, -4, 183
- Cc1cc(C(=O)N2CCc3ccccc32)c2cc(F)ccc2n1
 : 21, 89, 68, 3%, -2, 103, 1%, 2, 103
- Cc1ccc(C(C)C)c(OCc2nnc(SCC(=O)Nc3nccs3)n2C)c1
 : -12, 70, 81, 4%, 4, 99, 7%, -4, 99
- CCOC(=O)c1ccccc1NC(=O)c1nc2nccc(C)n2n1
 : 6, 85, 79, 4%, 33, 153, 8%, -33, 153
- Cc1nc(SCC(=O)N2c3ccccc3Sc3ccccc32)n[nH]1
 : -22, 80, 101, -6%, 5, 159, -206%, -5, 159
- CSCC[C@H](NC(=O)c1ccc(Cl)c(S(=O)(=O)N2CCCC2)c1)c1nc2ccccc2[nH]1
 : -2, 75, 77, 14%, -1, 157, -4%, 1, 157
- Cc1nn(Cc2ccccc2)c(C)c1NC(=O)c1cc(-c2ccco2)on1
 : 4, 94, 90, nt, 31, 136, nt, -31, 136
- O=C1CC(c2ccco2)Cc2nc(N3CCc4ccccc4C3)ncc21 (configuration not stated)
 : 8, 89, 80, -5%, 4, 113, -44%, -4, 113
- Cc1cc(C)c(C)c(S(=O)(=O)N2CCC(C(=O)OCC(=O)N3c4ccccc4NC(=O)C3(C)C)CC2)c1C
 : nt, nt, nt, 45µM*, 6, 140, -74%, -6, 140
- CCN(CC)c1ccc(NC(=O)C2CC3CCC2C3)cc1 (configuration not stated)
 : -5, 82, 87, -19%, nt, nt, 12%, nt, nt
- CS(=O)(=O)Nc1ccccc1C(=O)Nc1cc(Cl)cc(Cl)c1
 : -1, 60, 61, -2%, -14, 165, -24%, 14, 165
- COC(=O)c1ccccc1NC(=O)C1CC=CCC1C(=O)O (configuration not stated)
 : -6, 93, 99, 1%, 7, 134, -20%, -7, 134
- COc1cc(C)c(C(C)C)cc1S(=O)(=O)n1cnc(C)c1
 : -28, 34, 61, -2%, nt, nt, -24%, nt, nt
- CCOc1ccc(N(CC(=O)NC2CCCC2)C(=O)CSc2nnc(COc3ccccc3)o2)cc1
 : nt, nt, nt, -6%, -9, 165, -12%, 9, 165
- Cc1[nH]n(-c2ccccc2)c(=O)c1/C=N/n1c(C)nc2ccccc2c1=O
 : -6, 67, 73, -6%, -6, 141, -17%, 6, 141
- CC(C)CCNC(=O)NC(=O)Cn1cc(C(F)(F)F)ccc1=O
 : 2, 105, 103, -7%, 15, 142, 5%, -15, 142
- CN(C(=O)c1cccnc1)c1nc(-c2ccccc2)cs1
 : 1, 86, 85, -11%, 4, 97, 1%, -4, 97
- CCOC(=O)c1c(C)nc2sc3c(c2c1-c1ccc(OC)cc1)NC(c1ccc(OC)cc1)NC3=O (configuration not stated)
 : nt, nt, nt, -4%, 3, 146, -40%, -3, 146
- CCn1c2c(c3cc(C(=O)O)ccc31)CCCC2=O
 : 5, 96, 91, -8%, 12, 106, -2%, -12, 106
- Cc1csc(SCc2ccccc2C(=O)O)n1
 : 10, 93, 83, 1%, 8, 107, 9%, -8, 107
- CN(Cc1ccccc1)C(=O)CSc1nc2c(c(C(F)(F)F)n1)CCc1ccccc1-2
 : 7, 73, 66, nt, 16, 92, nt, -16, 92

Reformatted: three of the compounds above
Molecule | MRP reversal | MRP reversal cytotoxicity | MRP reversal with doxorubicin | Bcl-B TR3 displacers | NFkB transloc pot | NFkB transloc pot cell count 2 µM | PLAP inhibitors HTS | IL1B NFkB inh | IL1B NFkB inh cell count 2 µM
Cc1ccc2c(c1)NC(=O)CC(c1ccccc1)=N2 | 5 | 88 | 83 | nt | 36 | 96 | nt | -36 | 96
Cc1ccc(NC(=O)N2CCCC2C(=O)NCCC2=CCCCC2)cc1 (configuration not stated) | 1 | 99 | 98 | -3% | 3 | 188 | 0% | -3 | 188
COCC(C)n1c(-c2ccc3c(c2)NC(=O)CO3)csc1=Nc1ccc(OC(F)F)cc1 (configuration not stated) | 4 | 82 | 77 | -1% | -11 | 112 | -10% | 11 | 112

Additional compounds.
Every second line gives: MRP reversal, MRP reversal cytotoxicity, MRP reversal with doxorubicin, Bcl-B TR3 displacers, NFkB transloc pot, NFkB transloc pot cell count 2 µM, PLAP inhibitors HTS, IL1B NFkB inh, IL1B NFkB inh cell count 2 µM
- CC(C)NS(=O)(=O)c1ccc(OCC(=O)N(C)Cc2ccccc2)cc1
 : -2, 88, 90, -3%, -10, 149, 9%, 10, 149
- COc1ccc(NC(=O)C(F)(OC)C(F)(F)F)c(OC)c1 (configuration not stated)
 : 2, 90, 88, -6%, 8, 186, -3%, -8, 186
- N#Cc1c(NC(=O)c2ccc(Cn3cc(Br)cn3)o2)sc2c1CCCCCC2
 : 8, 85, 77, 1%, -8, 79, -36%, 8, 79
- COCCN(CC(=O)Nc1cccc(C)c1)S(=O)(=O)c1ccc(S(=O)(=O)N2CCCC2)cc1
 : 12, 79, 67, -19%, 26, 123, -5%, -26, 123
- Nc1nnc(CCOc2ccc(Cl)cc2)s1
 : 24, 102, 79, nt, -2, 157, nt, 2, 157

Sorted by the number under PLAP inhibitors HTS (lowest first): 7 from the list above
molecule	PLAP inhibitors HTS
Cc1nc(SCC(=O)N2c3ccccc3Sc3ccccc32)n[nH]1	-206%
O=C1CC(c2ccco2)Cc2nc(N3CCc4ccccc4C3)ncc21 (configuration not stated)	-44%
COc1ccccc1N1CCN(C/C(O)=C(\C#N)c2nc(-c3ccccc3)cs2)CC1	-34%
CCOC(=O)/C=C1\SCC(=O)N1CC(=O)Nc1ccc(OC)c(OC)c1	-2%
CC(C)CCNC(=O)NC(=O)Cn1cc(C(F)(F)F)ccc1=O	5%
CC(=O)OCC(=O)NCc1ccc2c(c1)OCO2	10%
CCOC(=O)C1CCCN(C(=O)c2cccs2)C1 (configuration not stated)	17%
